High-throughput results from PubChem BioAssay.
GRK2 inh – blocks RNA aptamer binding to human GRK2; P25098; AID 488847; bead flow cytometry, FAM-aptamer displacement from GRK2; 330,000 tested, 0.59% active; inhibition of aptamer binding, % at 10 µM;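 active means inhibition of aptamer binding above 40%, roughly 3 SD of noise, on plates passing a quality check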;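 further: median bead fluorescence of bound FAM aptamer so fluorescent compounds give negative values; no value below 0 was filed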
Target sequence (P25098 whole entry, looked up): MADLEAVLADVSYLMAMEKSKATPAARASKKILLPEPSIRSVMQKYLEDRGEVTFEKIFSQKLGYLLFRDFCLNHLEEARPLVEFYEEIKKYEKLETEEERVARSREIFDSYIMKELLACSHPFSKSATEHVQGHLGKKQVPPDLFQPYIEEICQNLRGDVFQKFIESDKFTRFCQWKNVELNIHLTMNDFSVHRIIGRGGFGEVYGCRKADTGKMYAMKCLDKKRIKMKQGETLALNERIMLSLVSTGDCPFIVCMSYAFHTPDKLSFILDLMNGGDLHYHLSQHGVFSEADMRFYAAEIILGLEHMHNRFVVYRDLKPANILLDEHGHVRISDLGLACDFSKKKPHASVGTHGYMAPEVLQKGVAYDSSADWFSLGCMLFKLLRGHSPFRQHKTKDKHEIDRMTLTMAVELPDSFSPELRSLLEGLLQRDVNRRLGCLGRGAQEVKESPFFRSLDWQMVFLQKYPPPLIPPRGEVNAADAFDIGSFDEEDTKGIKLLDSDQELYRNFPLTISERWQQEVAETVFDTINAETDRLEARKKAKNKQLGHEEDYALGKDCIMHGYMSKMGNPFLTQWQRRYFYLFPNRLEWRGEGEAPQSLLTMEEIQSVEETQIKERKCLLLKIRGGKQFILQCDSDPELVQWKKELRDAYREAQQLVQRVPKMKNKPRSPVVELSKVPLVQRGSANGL
procasp7 counter – activates human procaspase-7, counter-screen for procaspase-3 activators; P55210; recombinant procaspase-7, Ac-DEVD-pNA absorbance 405 nm; D23A/D198A/D206A triple mutant, cannot self-cleave; scale: DMSO 0, 5 µM enzyme 100; activation, % at 8.5 µM; 330,000 tested, 0.093% active; AID 463210;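 active means percent activation above the screen-wide mean plus 3 SD, cut at about 25% in these data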
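Assay system – Uncleavable procaspase-7 mutant enzyme · Quantity – 2 µM procaspase-7 mutant as dispensed · Times – 1 h preincubation, 2 h reaction · Dosing – single nominal 8.5 µM compound dose, 0.8% DMSO final · Buffer or medium – Zinc-free 50 mM HEPES buffer, pH 7.4, with NaCl and Triton X-100 · Detection – Epi-absorbance of released pNA at 405 nm, two timepoints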
Fh CTSL1 inh – cathepsin L1 inhibition, PFM18AAP counter-screen. recombinant F. hepatica cathepsin L1, Z-Leu-Arg-MCA fluorescence. inhibition, % at 5.96 µM. 300,000 tested, 0.49% active;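 active means inhibition above the mean of all tested compounds plus 3 SD, set per screening campaign, cut at about 17% in these data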;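 further: 0% = plate median of test compound wells and 100% = 1 µM Z-Phe-Ala-diazomethylketone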
procasp3 activ – procaspase-3 (human) activation; P42574; recombinant procaspase-3 D3A, Ac-DEVD-pNA absorbance 405 nm; activation, % at 8.5 µM; 330,000 tested, 0.11% active; AID 463141;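 active means activation above the mean of all tested compounds plus 3 SD, cut at about 21% in these data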;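 further: 0% = DMSO alone and 100% = DMSO wells spiked with extra 5 µM PC-3 D3A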
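System: Procaspase-3 D3A mutant. Medium: Zinc-free 300 mM NaCl, 50 mM HEPES, 0.01% Triton X-100. Schedule: 1 h preincubation plus 2 h reaction at 25 °C. Measured by: 405 nm absorbance of p-nitroaniline, reads at 0 and 120 min. Read-out: percent activation relative to control range.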
PP5 primary – inhibitors of human protein phosphatase 5 (PP5) | purified PP5c, OMFP substrate fluorescence | inhibition, % at 6.7 µM | 320,000 tested, 0.18% active | P53041;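 active means inhibition above the campaign's mean inhibition across all tested compounds plus 3 SD, cut at about 9.5% in these data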;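 further: 0% = DMSO only and 100% = 100 µM cantharidin control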
HCV core dimer – blocks dimerization of HCV core protein | TR-FRET GST/Flag-core106 dimerization, 1536-well | inhibition, % at 5 µM | 300,000 tested, 0.33% active | AID 1899;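 active means inhibition above the mean of all tested compounds plus 3 SD, set per screening campaign, cut at about 45% in these data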
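System – GST-tagged and Flag-tagged HCV core protein residues 1-106 · Repeats – one well for each compound · Technique – TR-FRET 671 and 617 nm emission · Doses – one concentration, 5 µM, in 0.5% DMSO · Times – 4 h, 22.5 °C incubation · Also added – Eu donor and XL665 acceptor anti-tag antibodies · Measure – percent inhibition of core106 dimerization signal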
JMJD2C inh – blocks human GASC-1 demethylase activity. inhibition, % at 2.35 µM. GST-JMJD2C(1-420) H3K9me3 demethylation, DELFIA europium. 330,000 tested, 0.069% active;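 active means more than half of a compound's replicate wells show inhibition beyond 50%, single wells judged on their own value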;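 further: signal counts dimethyl H3K9 product captured on neutravidin plate; 0% = median of DMSO wells and 100% = 0.3 times that DMSO median; strong numbers were not always called active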
Target sequence (Q9H3R0 1-420 limits assumed): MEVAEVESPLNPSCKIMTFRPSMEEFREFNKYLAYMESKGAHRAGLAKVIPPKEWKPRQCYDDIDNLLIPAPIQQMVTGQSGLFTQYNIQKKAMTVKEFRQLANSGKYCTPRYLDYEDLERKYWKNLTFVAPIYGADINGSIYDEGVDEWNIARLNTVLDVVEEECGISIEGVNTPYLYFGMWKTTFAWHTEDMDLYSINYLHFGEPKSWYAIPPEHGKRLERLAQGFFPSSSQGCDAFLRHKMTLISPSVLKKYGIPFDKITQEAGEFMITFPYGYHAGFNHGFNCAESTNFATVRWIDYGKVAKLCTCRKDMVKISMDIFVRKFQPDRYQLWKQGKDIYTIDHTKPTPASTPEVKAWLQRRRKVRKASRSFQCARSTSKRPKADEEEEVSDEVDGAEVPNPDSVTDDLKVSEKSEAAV
VLA-4 inh – inhibition in a human VLA-4 binding assay. P13612. VLA-4 expressing cells, ligand binding flow cytometry. inhibition, % (about 7 µM as worked out from the volumes in the protocol). 330,000 tested, 0.2% active. AID 2557; in the data active means inhibition above about 50%
PP1 counter – counter-screen for PP5 inhibitors: inhibitors of human PP1-alpha. inhibition, % at 6.7 µM. AID 2235. 320,000 tested, 0.9% active. P62136. purified PP1alpha, OMFP fluorescence;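 active means inhibition above the mean inhibition of all tested compounds plus 3 SD, computed separately for each screening campaign, cut at about 15% in these data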
* hit, by the source's call; / = no result given. This is a random part of the collection (roughly 2.6% active in at least one column).

| canonical_smiles | GRK2 inh | procasp7 counter | Fh CTSL1 inh | procasp3 activ | PP5 primary | HCV core dimer | JMJD2C inh | VLA-4 inh | PP1 counter |
| --- | --- | --- | --- | --- | --- | --- | --- | --- | --- |
| CCOC(=O)CCNC(=O)N1CCCC(N(C)CCc2ccc(OC)c(OC)c2)C1 (configuration not stated) | 5 | -17 | 3 | 2 | -0.6 | 6 | -3 | -16 | -3 |
| O=[N+]([O-])c1ccccc1/C=C/CN1CCN(Cc2ccc3c(c2)OCO3)CC1 | 1 | -5 | -8 | 0 | 6.8 | -10 | 4 | 10 | -3 |
| Cc1cccc(CNC(=O)CC2C(=O)NCCN2C2CCCC2)c1 (configuration not stated) | 0 | 3 | 0 | -4 | -0.8 | -10 | -10 | -11 | 2 |
| O=C(NCc1ccccn1)c1ccc(Br)s1 | 0 | 3 | -5 | 4 | 1.7 | -6 | 39 | 2 | 2 |
| O=S(=O)(Cc1ccccc1)N1CCN(c2ccccc2)CC1 | 3 | 2 | 2 | -7 | -0.8 | 3 | -13 | -1 | -6 |
| Cc1cc(NC(=O)COC(=O)CNC(=O)c2cccs2)c([N+](=O)[O-])cc1C | 1 | 7 | -5 | 3 | 1.7 | 12 | 1 | 23 | -3 |
| CCCCn1cnc2c([nH]c3ccccc32)c1=O | 1 | 2 | 2 | 3 | -1.6 | 1 | -1 | -8 | 0 |
| [O-]/[N+](=C/c1cccnc1)c1ccc(Br)cc1 | 4 | -13 | -3 | -11 | 3.7 | 6 | -8 | 14 | -1 |
| O=C(NCc1ccco1)c1sc2cc(Cl)ccc2c1Cl | 0 | -8 | 0 | 13 | 4.3 | -4 | -2 | -12 | 2 |
| O=C(C[n+]1ccn(CCCNP2(=O)C=C(c3ccccc3)OC(c3ccccc3)=C2)c1)c1cccs1 | 3 | -1 | 2 | -5 | 1.9 | -5 | -15 | 4 | 6 |
| COC(=O)c1ccccc1NC(=O)C12CCC(C)(C(=O)O1)C2(C)C (configuration not stated) | 1 | 13 | -1 | -4 | 0.7 | -3 | 1 | 8 | -3 |
| CC1CC1C(=O)N(C)CC(=O)Nc1ccc(Cl)c(C(F)(F)F)c1 (configuration not stated) | 1 | -1 | -3 | 16 | 1.6 | -1 | -6 | -6 | -11 |
| C/C(=N\NC(=O)C(NC(=O)c1ccccc1)C(C)C)c1ccccc1 (configuration not stated) | 1 | 3 | 0 | -4 | 3.8 | -1 | 0 | 32 | 1 |
| NCCN1CCN(CC(=O)N2c3ccccc3C(=O)Nc3cccnc32)CC1 | 0 | 1 | -1 | 2 | -0.4 | 1 | 5 | 33 | 12 |
| CCCCC(=O)Nc1ccc2c3c(cccc13)CC2 | 9 | 8 | -3 | 2 | 3.1 | -1 | -10 | 16 | 0 |
| COc1cccc(CNn2cnnc2)c1OCc1ccc(F)cc1 | 0 | -1 | -3 | -2 | 2.0 | 2 | -2 | 20 | 3 |
| Cn1c(N=NC(=O)c2ccccc2)c(O)c2ccccc21 | 0 | -4 | 1 | 5 | 3.8 | -47 | 3 | 19 | -2 |
| O=C(Cn1cnc2ccccc2c1=O)c1ccc(Br)cc1 | 2 | 14 | 1 | -3 | 3.8 | -1 | 6 | 7 | -2 |
| C/C(=N/Nc1ccc(Cl)cc1)c1cnnc(-c2ccccc2)n1 | 0 | 7 | 1 | 0 | -1.4 | 0 | -19 | 1 | 2 |
| COc1ccc(N=C2SC(C(=O)O)CC(=O)N2C)cc1 (configuration not stated) | 2 | 3 | -5 | -2 | 0.5 | 2 | -12 | 7 | 0 |
| O=C(CSc1nnc(CNC(=O)c2c(F)cccc2Cl)o1)NCc1ccccc1 | 2 | -1 | 1 | 0 | -0.6 | -11 | 3 | -7 | 3 |
| CC1CCCN(c2ccc(F)cc2N)C1 (configuration not stated) | 1 | 6 | 6 | 1 | 0.3 | -6 | -2 | -4 | 0 |
| COc1ccc(NC(=O)CSc2ccc3nnc(-c4ccccn4)n3n2)cc1OC | 0 | -1 | -4 | 4 | 1.6 | 7 | 8 | 8 | -4 |
| Cc1ccc(Nc2nc3ccccc3c(=O)[nH]2)cc1C | 0 | 1 | -1 | -4 | 3.3 | 3 | -9 | 5 | 4 |
| CC(=O)c1cccc(NC(=O)c2cnn(-c3ccccc3)c2C)c1 | 0 | 1 | -6 | 4 | 0.5 | 0 | 4 | -1 | -1 |
| CC(=O)c1cccc(OCc2cc(C(=O)N(C)Cc3cnccn3)no2)c1 | 1 | 5 | 1 | 4 | 2.5 | 17 | 15 | -17 | 2 |
| O=C(OC1CCOC1=O)c1ccc(N2CCCC2)c([N+](=O)[O-])c1 (configuration not stated) | 1 | -1 | -4 | -4 | 1.2 | 1 | 13 | 4 | -3 |
| Cn1c(=O)c2c(nc(N3CCNCC3)n2Cc2ccccc2Cl)n(C)c1=O | 0 | -8 | -1 | -2 | -2.2 | 1 | 1 | 5 | 1 |
| CCOCC(=O)Nc1ccccc1C(=O)N1CCOCC1 | 1 | 1 | -4 | 12 | 2.8 | 4 | 4 | 0 | -2 |
| CCOc1ccccc1NC(=O)CSc1nnc(Cc2ccc(OC)cc2)c(=O)n1N | 0 | 4 | 0 | 1 | 4.3 | 4 | 40 | 5 | 0 |
| CN(C)CCOC(=O)c1ccc(COc2ccccc2Br)o1 | 0 | 3 | 3 | -1 | 1.2 | 0 | 10 | -13 | -3 |
| COc1ccc(C2C(C(C)=O)=C(O)C(=O)N2c2cccnc2)cc1OC (configuration not stated) | 0 | -6 | 4 | -1 | -0.1 | -6 | 3 | -17 | -2 |
| O=C(O)C1CCCCN1C(=O)c1ccc(S(=O)(=O)N2CCCCCC2)cc1 (configuration not stated) | 0 | -6 | / | 2 | 1.4 | / | -5 | -6 | -2 |
| Cc1nc2ccccc2c(=O)n1/N=C/c1c(O)ccc2ccccc12 | 0 | -9 | 5 | 5 | 0.9 | -7 | 1 | -59 | 0 |
| CC1Cc2ccccc2N1C(=O)CSc1nnc2n1C(C)(C)Cc1ccccc1-2 (configuration not stated) | 3 | 2 | -1 | 1 | 1.8 | 7 | -14 | 11 | 3 |
| N#CCCNc1c(Cl)cc(Cl)cc1C(=O)O | 4 | -1 | 0 | 6 | -0.4 | 4 | -1 | 2 | 2 |
| Cc1cc(SCC(=O)N2CCCC2)nc2ccccc12 | 0 | 9 | -2 | 16 | 1.3 | -1 | -5 | -2 | 2 |
| CCC(C)[C@H](NC(=O)Nc1cccc(Cl)c1)C(=O)O (some centres not stated) | 0 | 5 | -4 | -2 | 1.7 | -2 | 22 | 6 | 0 |
| CN(C(=O)c1cccc(C(=O)N(C)c2ccccc2)c1)c1ccccc1 | 0 | 4 | -2 | -1 | 1.2 | 5 | 1 | -4 | -1 |
| CCCOc1ccc(/C(O)=C2/C(=O)C(=O)N(CCCn3ccnc3)C2c2ccc(C)o2)cc1 (configuration not stated) | 1 | -60 | -1 | -40 | -0.2 | 7 | 2 | 15 | 4 |
| C=CC[C@@H](CC(=O)OC(C)(C)C)C(=O)OC[C@@H]1CCCN1C(=O)[C@@H](CC=C)CC(=O)N(CCO)Cc1ccccc1 | 0 | 2 | / | 0 | / | / | / | -3 | / |
| CCOC(=O)c1ccc2nc(NC(C)=O)sc2c1 | 0 | 12 | -2 | 4 | 0.4 | -3 | -13 | -4 | -1 |
| CC(NC(=O)c1ccc([N+](=O)[O-])o1)C1CC2CCC1C2 (configuration not stated) | 0 | -1 | / | 5 | / | / | 7 | 1 | / |
| CCN(C(=O)COC(=O)c1ccc2c(=O)n3c(nc2c1)CCC3)C1CCS(=O)(=O)C1 (configuration not stated) | 0 | 6 | 1 | 6 | -0.6 | -4 | 8 | -3 | 3 |
| O=C(NN=Cc1ccc(F)cc1)c1ccccc1NS(=O)(=O)c1cccs1 | 4 | 3 | / | 4 | / | / | -7 | -3 | / |
| C=CCN(C(=O)CCC(=O)Nc1cc(C)on1)C(C(=O)NC(C)(C)CC)c1cccc(OC)c1OC (configuration not stated) | 6 | 6 | 0 | 8 | -1.2 | 3 | -3 | 4 | -1 |
| CCN(CC)c1ccc2cc(C(=O)Nc3ccccn3)c(=O)oc2c1 | 6 | -11 | 1 | -13 | 2.6 | 16 | 29 | 6 | 1 |
| CCOc1ccccc1NC(=O)CSc1cn[nH]n1 | 3 | -2 | -1 | -4 | -0.9 | -1 | 6 | 0 | 0 |
| CC(c1ccccc1)C1C(C#N)=C(N)OC2=C1C(=O)CCC2 (configuration not stated) | 0 | -6 | -3 | 0 | -0.1 | -3 | -7 | 4 | -3 |
| Cc1ccc2nc3c(cc(C(=O)NCc4ccco4)c(=N)n3C3CCCC3)c(=O)n2c1 | 2 | -25 | -2 | -18 | 0.1 | 8 | -17 | 1 | 5 |
| O=C(c1ccc(N2CCOCC2)c([N+](=O)[O-])c1)N1CCN(c2ccccc2F)CC1 | 2 | -5 | / | 1 | / | / | -3 | 11 | / |
| O=C(N=c1ccn(-c2nc3ccccc3nc2NS(=O)(=O)c2ccccc2)cc1)c1ccccc1Cl | 2 | -1 | 3 | 5 | 3.2 | -15 | -1 | -29 | 0 |
| Cc1ccc(-n2nc3c(c2NC(=O)C2CC2)CS(=O)(=O)C3)cc1 | 1 | 11 | -2 | 1 | -1.1 | -7 | 3 | 23 | -2 |
| COc1ccc(NC(=O)c2c(SC)nsc2SC)cc1 | 0 | -1 | 0 | 0 | 1.2 | 3 | 4 | 3 | 4 |
| CC(OC(=O)c1cccs1)C(=O)Nc1nc(-c2ccccc2)cs1 (configuration not stated) | 0 | -4 | -24 | -8 | 4.5 | -4 | -2 | 15 | -1 |
| CC(C)CCn1c(SCC#N)nc2c(sc3ccccc32)c1=O | 0 | -2 | 0 | 4 | -0.7 | 15 | 13 | -27 | -2 |
| O=C(OCC(=O)N1CCCCCC1)c1ccc[nH]c1=O | 3 | -4 | / | 2 | / | / | 1 | 3 | / |
| N#CC(C(=O)Nc1ccccc1)=C1CCCCC1 | 0 | 1 | 1 | 4 | 0.1 | -4 | 5 | -4 | -3 |
| CC1C/C(=C/c2cccn2C)C(=O)/C(=C/c2cccn2C)C1 (configuration not stated) | 1 | -37 | 9 | -35 | 3.1 | -4 | 7 | -146 | 0 |
| COCCSc1nnc(NC(=O)Cc2ccccc2OC)s1 | 0 | 0 | -4 | 4 | 1.4 | 2 | 0 | 4 | -1 |
| NC(=O)CSc1nc(O)cc(=O)n1-c1ccccc1 | 0 | -1 | 2 | 1 | -1.2 | -5 | 4 | 8 | -3 |

Sorted by the number under JMJD2C inh (low to high): 3 from the list above.
smiles	JMJD2C inh
C/C(=N/Nc1ccc(Cl)cc1)c1cnnc(-c2ccccc2)n1	-19
Cc1ccc(Nc2nc3ccccc3c(=O)[nH]2)cc1C	-9
CC(OC(=O)c1cccs1)C(=O)Nc1nc(-c2ccccc2)cs1 (configuration not stated)	-2
